TRPC6 inh: mouse TRPC6 channel inhibitors, primary screen, cell-based, HEK293, membrane potential dye; ACh-evoked depolarization; active compounds read low; hit rate 1.1% among 310,000; Short transient receptor potential channel 6 (Mus musculus), Q61143; B-score at 10 µM;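 active = B-score under library mean minus 3 SD, initial fluorescence not abnormally high, positive integrated signal ratio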;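 note: B-score derived from integrated fluorescence ratio over the kinetic read; more negative B-score means stronger inhibition of depolarization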
HIF activator: HIF pathway transcriptional activators, primary screen, cell-based, U2OS HRE-luciferase, luminescence; hit rate 0.32% among 300,000; AID 1910, 2009; U2OS HRE-luciferase reporter; normalized: DMSO 0%, desferrioxamine 100%; activation, % at 7.5 µM (by protocol);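 active = mean activation of at least 10% of the iron chelator positive control signal, with at least half of replicates also reaching 10%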
TRPC4 inh: inhibitors of mouse TRPC4 channel, primary screen, Fluo4 calcium, HEK293 TRPC4beta/mu-opioid cells; DAMGO-evoked Fluo4 calcium flux; active compounds read low; B-score at 10 µM; hit rate 0.39% among 300,000; AID 2247, 2010;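 active = B-score over 3 SD under the library average, no early fluorescence shift, positive overall ratio signal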
Target sequence (Q9QUQ5 whole entry, looked up): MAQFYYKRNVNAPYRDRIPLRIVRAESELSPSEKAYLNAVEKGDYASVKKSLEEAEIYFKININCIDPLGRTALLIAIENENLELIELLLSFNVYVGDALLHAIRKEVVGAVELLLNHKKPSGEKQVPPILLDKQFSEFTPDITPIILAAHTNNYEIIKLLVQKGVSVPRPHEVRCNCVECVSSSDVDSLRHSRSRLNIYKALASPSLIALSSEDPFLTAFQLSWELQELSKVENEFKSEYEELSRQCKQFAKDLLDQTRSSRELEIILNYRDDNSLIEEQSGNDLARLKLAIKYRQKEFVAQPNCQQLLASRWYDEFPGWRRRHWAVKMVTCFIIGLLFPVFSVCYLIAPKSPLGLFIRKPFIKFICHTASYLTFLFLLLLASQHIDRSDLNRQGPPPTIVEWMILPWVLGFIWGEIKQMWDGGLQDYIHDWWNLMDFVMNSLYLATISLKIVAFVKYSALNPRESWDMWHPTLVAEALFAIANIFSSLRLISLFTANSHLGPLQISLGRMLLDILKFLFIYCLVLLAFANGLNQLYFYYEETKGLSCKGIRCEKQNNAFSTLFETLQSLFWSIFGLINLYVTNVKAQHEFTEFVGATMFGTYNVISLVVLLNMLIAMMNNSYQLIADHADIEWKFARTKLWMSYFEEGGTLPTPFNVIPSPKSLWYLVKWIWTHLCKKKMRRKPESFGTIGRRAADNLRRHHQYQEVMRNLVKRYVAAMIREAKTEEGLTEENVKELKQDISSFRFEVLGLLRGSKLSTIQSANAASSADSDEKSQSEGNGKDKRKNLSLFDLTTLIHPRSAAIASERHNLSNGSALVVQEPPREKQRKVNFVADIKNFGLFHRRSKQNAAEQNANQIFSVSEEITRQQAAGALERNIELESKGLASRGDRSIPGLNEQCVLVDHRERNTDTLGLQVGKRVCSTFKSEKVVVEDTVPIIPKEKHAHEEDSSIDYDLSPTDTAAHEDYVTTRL
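Assay system: HEK293 cells with stable TRPC4beta plus mu-opioid receptor expression; Probe or stimulus: DAMGO in two steps, submaximal then maximal; Dosing: single-point compound dosing; Measured by: Fluo4 calcium-dye fluorescence, kinetic read; Read-out basis: B score from integrated Fluo4 fluorescence ratio.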
PolyA inhibitor: polyadenylation inhibitors in yeast reporter cells, primary screen, luminescence, S. cerevisiae; S. cerevisiae SKY197-pL101 polyadenylation reporter, beta-gal luminescence; efflux-impaired pdr1/pdr3 knockout yeast; score 100 = 6 SD above DMSO; calls only at 12 µM; hit rate 0.02% among 300,000; AID 1875, 2009;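 active = lowest replicate activity score at least 50, where 100 means six control SD above control mean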;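 note: yeast exposed to compound for 9 h at 30 °C; higher score means more reporter readthrough which indicates perturbed polyadenylation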
TRPC4 agonist: activators of mouse TRPC4 channel, primary screen, Fluo4 calcium, HEK293 TRPC4beta/mu-opioid cells; Short transient receptor potential channel 4 (Mus musculus), Q9QUQ5; Fluo4 calcium fluorescence; active compounds read high; B-score at 10 µM; hit rate 0.49% among 310,000;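 active = B-score above 5 SD of library B-scores, and initial fluorescence ratio not above library mean plus 5 SD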;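 note: positive B-score marks a calcium rise read as TRPC4 activation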
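Assay system: HEK293 stable line with TRPC4beta plus mu-opioid receptor. Times: dye 45 min RT, read 110 s. Measured by: kinetic Fluo4 calcium fluorescence. Measure: B score of integrated ratio. Controls: assay buffer as low control, maximal DAMGO as high control.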
MrgX1 agonist: agonists of human MrgX1 receptor, primary screen, HEK293 cells, Fluo-4 calcium flux. hit rate 0.44% among 310,000. Fluo-4 calcium fluorescence, agonist mode; active compounds read high. B-score at 10 µM. Mas-related G-protein coupled receptor member X1 (Homo sapiens), Q96LB2;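 active = calcium response B-score plate-corrected fluorescence ratio at least 3 library SD, with starting fluorescence B-score inside 5 SD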
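Test system: HEK293 cells stably expressing human MrgX1 receptor; Input: fifteen thousand cells per well; Dosing: compound delivered in addition one of three; Schedule: overnight seeding, then 1 h dark dye loading; Technique: Fluo-4 NW calcium fluorescence; Measure: B-scored fluorescence response ratio; Controls: positive and negative controls per plate.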
TRPC6 act: mouse TRPC6 channel activators, primary screen, cell-based, HEK293, membrane potential dye. HEK293-TRPC6 membrane potential dye fluorescence; active compounds read high. B-score at 10 µM. hit rate 0.13% among 310,000. AID 2550, 2010;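 active = B-score of the integrated fluorescence ratio above library mean plus 3 SD, and starting fluorescence ratio within library mean plus 5 SD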;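 note: higher score means more depolarization so channel activation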
AI-2 QS mod: Vibrio harveyi AI-2 quorum sensing modulators, primary screen, JMH597 strain, luminescence/OD600 ratio. Vibrio harveyi JMH597 AI-2 luminescence/OD600 ratio, 9 h; active compounds read low; strain lacks LuxN and CqsS sensors; 0 = neutral-control median. activity change, % at 7.5 µM. hit rate 0.4% among 300,000. AID 2094, 2009; in the data active = activity change below about -75%, passing the limit was not always enough;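 note: luminescence divided by OD600 gain over 9 h not by final OD600 alone; inactives centre near 13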
MrgX1 PAM: positive allosteric modulators of MrgX1, primary screen, HEK293 cells, Fluo-4 calcium flux. B-score at 10 µM. Mas-related G-protein coupled receptor member X1 (Homo sapiens), Q96LB2. FDSS; active compounds read high. hit rate 0.63% among 310,000;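 active = plate-corrected calcium response at least 3 library SD above typical, normal starting fluorescence, not activating the receptor alone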;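 note: compound read alongside a low EC10 to EC30 dose of BAM8-22 agonist; peak minus trough fluorescence over baseline measured at the second addition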
MrgX1 antagonist: antagonists of human MrgX1 receptor, primary screen, HEK293 cells, Fluo-4 calcium flux. Mas-related G-protein coupled receptor member X1 (Homo sapiens), Q96LB2. BAM8-22 antagonism; active compounds read low. B-score at 10 µM. hit rate 1.3% among 310,000;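 active = calcium-response B-score plate-corrected more than 3 library SD below zero, starting fluorescence within 5 deviations, no agonist response on first addition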;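 note: peak minus trough fluorescence over baseline after final BAM8-22 challenge near maximal dose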
TRPC4 PAM: positive allosteric modulators of TRPC4, primary screen, cell-based, mouse TRPC4beta, HEK293 mu-opioid, Fluo-4 calcium; Short transient receptor potential channel 4 (Mus musculus), Q9QUQ5; DAMGO EC20, Fluo-4 Ca2+ flux; active compounds read high; B-score at 10 µM; hit rate 0.42% among 310,000; AID 2227, 2009;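 active = B-score of calcium response area above 5 SD of library B-scores, with initial fluorescence ratio within 5 SD of library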;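 note: B-score of integrated fluorescence ratio over time as area under calcium response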
Active calls of the source: *; i = inactive; nt = no result given. Some of the compounds tested; rates above refer to the full screens.

structure	TRPC6 inh	HIF activator	TRPC4 inh	PolyA inhibitor	TRPC4 agonist	MrgX1 agonist	TRPC6 act	AI-2 QS mod	MrgX1 PAM	MrgX1 antagonist	TRPC4 PAM
O=C(O)Cc1sc(Nc2ccccc2)nc1-c1ccc(Cl)cc1	i	1.8	i	i	i	i	i	24	i	i	i
CCCCn1c(N)c(N(CCC(C)C)C(=O)CSc2nnc(Nc3ccccc3)s2)c(=O)[nH]c1=O	i	-1.0	i	i	i	i	i	34	i	i	i
N#CC(c1ccc(Cl)nn1)c1ccccc1Cl (configuration not stated)	i	-0.2	i	i	i	i	i	12	i	i	i
CSc1ccccc1C(=O)C1CCCN(C(=O)c2cc(C(C)C)no2)C1 (configuration not stated)	i	-0.2	i	i	i	i	i	31	i	i	i
Cc1cc(C)c[n+](-c2[nH]c(=O)sc2/C=N/NC([S-])=Nc2ccccc2)c1	i	-0.5	i	i	i	i	i	2	i	-6.7*	i
Cc1[nH]c2ccccc2c(=O)c1CN1CCCCC1	i	0.5	i	i	i	i	i	1	i	-6.8*	i
COc1ccccc1-c1noc2ncnc(Nc3cccc(C)c3C)c12	i	-0.1	i	i	i	i	i	17	i	i	i
CCOC(=O)c1c(NC(=O)C(C)OC(=O)c2ccc(NC(=O)CC#N)cc2)sc2c1CCCC2 (configuration not stated)	i	0.2	i	i	i	i	i	15	i	i	i
COc1ccc(-n2c3c(c(=O)[nH]c2=O)C(NS(=O)(=O)c2ccc(Cl)cc2)(C(F)(F)F)C(=O)N3)cc1 (configuration not stated)	i	0.1	i	i	i	i	i	17	i	i	i
Cc1cccc(-c2nc(C#N)c(N3CCCCCC3)o2)c1	i	2.6	i	i	i	i	i	9	i	i	i
O=C1COc2ccc(C(=O)COC(=O)C3CC(O)CN3S(=O)(=O)c3ccc(Cl)cc3)cc2N1 (configuration not stated)	i	-0.4	i	i	i	i	i	20	i	i	i
CSc1cc(C)nc(NC(C)=O)n1	i	-0.4	i	i	i	i	i	22	i	i	i
O=C(Nc1cc(S(=O)(=O)Nc2ccc(Cl)cc2)ccc1O)c1ccc(S(=O)(=O)N2CCCCCC2)cc1	i	-0.4	i	i	i	i	i	-1	i	i	i
O=C(c1cc(C(=O)N2CCOCC2)c2nc3ccccc3n2c1)c1cc(Cl)cc(Cl)c1O	i	0.1	i	i	i	i	i	18	i	i	i
CCCc1cc(=O)[nH]c(SCC(=O)N2CCN(S(=O)(=O)c3ccc4ccccc4c3)CC2)n1	i	0.0	i	i	i	i	i	26	i	i	i
COc1ccc(NC2C=CS(=O)(=O)C2)cc1 (configuration not stated)	i	-0.1	i	i	i	i	i	35	i	i	i
CCOC(=O)C(=CNc1ccc(S(N)(=O)=O)cc1)C(=O)OCC	i	-0.2	i	i	i	i	i	15	i	i	i
CC(=O)Nc1nc2ccccc2n1CCOc1ccccc1	i	-3.0	i	i	i	i	i	18	i	i	i
Cc1cc(C)c2oc(C(=O)N(Cc3ccc(F)cc3)C3CCS(=O)(=O)C3)cc(=O)c2c1 (configuration not stated)	i	0.1	i	i	i	i	i	5	i	i	i
O=C(CCc1ccccc1)NCC1OCCc2ccccc21 (configuration not stated)	i	-0.2	i	i	i	i	i	23	i	i	i
CC(C)Oc1cccc(C(=O)C2CCCN(C(=O)CCc3cnn(C)c3)C2)c1 (configuration not stated)	i	2.4	i	i	i	i	i	-5	i	i	i
O=C(Nc1ccncc1)c1c(F)cccc1F	i	1.4	i	i	i	i	i	6	i	i	i
c1ccc(C2CCCN(Cc3nc(CC4CC4)no3)CC2)cc1 (configuration not stated)	i	0.5	i	i	i	i	i	28	i	i	i
CCC1(C(=O)OC)NC(c2ccco2)C2C(=O)N(c3ccc(C)cc3)C(=O)C21 (configuration not stated)	i	-0.5	i	i	i	i	i	34	i	i	i
CCc1nn(CCCC(=O)NC(C)c2ccccc2)c(=O)c2cc3occc3n12 (configuration not stated)	i	0.3	i	i	i	i	i	-6	i	i	i
COc1ccc(C2C(C(=O)NCc3cccnc3)c3cc(OC)c(OC)cc3C(=O)N2C)cc1 (configuration not stated)	i	1.2	i	i	i	i	i	3	i	i	i
O=[N+]([O-])c1cc(Br)cc(/C=N/n2cnnc2)c1O	i	-0.6	i	i	i	i	i	10	i	i	i
Cc1ccc(Cn2c(CN3CC(C)OC(C)C3)nc3c2c(=O)[nH]c(=O)n3C)cc1 (configuration not stated)	i	-0.2	i	i	i	i	i	16	i	i	i
CC(=O)Nc1ccc(Oc2ccc([N+](=O)[O-])cc2Cl)cc1	i	-0.8	i	i	i	i	i	18	i	i	i
O=C(C1CCC(Cn2c(=S)[nH]c3ccccc3c2=O)CC1)N1CCOCC1 (configuration not stated)	i	-0.3	i	i	i	i	i	23	i	i	i
O=c1cc(-c2ccc(O)cc2)oc2ccc(O)cc12	i	2.8	i	i	i	i	i	37	i	i	i
Cc1nc(N2CCN(S(=O)(=O)c3ccc(F)cc3)CC2)c2c(-c3cccs3)csc2n1	i	-0.1	i	i	i	i	i	24	i	i	i
Nc1cc(=O)[nH]c(SCC(=O)Nc2ccc([N+](=O)[O-])cc2)n1	i	0.1	i	i	i	i	i	22	i	i	i
CCC(C)n1c(OC)nc2c1c(=O)n(C)c(=O)n2C (configuration not stated)	i	0.0	i	i	i	i	i	29	i	i	i
CCCn1ncc(CN2CCN(Cc3ccsc3)C(CCO)C2)c1C (configuration not stated)	i	-0.6	i	i	i	i	i	-13	i	i	i
COC(=O)C/C(N)=C(\C#N)C(=O)OC	i	-0.1	i	i	i	i	i	2	i	i	i
O=C(NCc1ccco1)C(=O)c1cn(CC(=O)N2CCCC2)c2ccccc12	i	nt	i	nt	i	i	i	-12	i	i	i
COc1cc2c(cc1NC(=O)C(C)Sc1cccc[n+]1[O-])oc1ccccc12 (configuration not stated)	i	3.5	i	i	i	i	i	27	i	i	i
COc1cc(OC)cc(C(=O)N2c3ccc(F)cc3CCC2C)c1 (configuration not stated)	i	-0.8	i	i	i	i	i	6	i	i	i
CCOc1ccc(C(=O)NCc2ccccc2OC)cc1	i	2.8	i	i	i	i	i	28	i	i	i
O=C(CSc1nnc(-c2ccccc2)n1-c1ccc(Cl)cc1)NC1CCS(=O)(=O)C1 (configuration not stated)	i	0.8	i	i	i	i	i	1	i	i	i
CCc1nnc(NC(=O)CSc2nnc(CNc3ccc(F)cc3)n2C2CCCCC2)s1	i	-0.7	i	i	i	i	i	7	i	i	i
CCOC(=O)C1CCN(C(=O)COc2ccc([N+](=O)[O-])cc2)CC1	i	0.2	i	i	i	i	i	40	i	i	i
Cc1c(/C=N/NC(=O)CNc2ccccc2)c2ccccn2c1C(=O)c1ccccc1	i	0.1	i	i	i	i	i	30	i	i	i
Cc1ccc(S(=O)(=O)N2CCN(CC(O)COc3ccccc3)CC2)cc1 (configuration not stated)	i	-0.5	i	i	i	i	i	34	i	i	i
Cc1cccc(NS(=O)(=O)c2ccc3nc(-c4ccccc4)[nH]c3c2)c1C	i	-0.2	i	i	i	i	i	5	i	i	i
Cc1cc(SCC(=O)Nc2cccnc2Cl)nc2ccccc12	i	-0.1	i	i	i	i	i	-1	i	i	i
O=C(CCN1C(=O)S/C(=C\c2cccs2)C1=O)NC1=NCCS1	i	0.1	i	i	i	i	i	53	i	i	i
Cc1ccc(NC(=O)CSc2nn(-c3ccc(Cl)cc3)c(=S)s2)cc1S(=O)(=O)N(C)C	i	-0.8	i	i	i	i	i	8	i	i	i
O=S(=O)(Nc1nccs1)c1ccc(Cl)cc1	i	-0.5	i	i	i	i	i	35	i	i	i

(listing goes on)
structure	TRPC6 inh	HIF activator	TRPC4 inh	PolyA inhibitor	TRPC4 agonist	MrgX1 agonist	TRPC6 act	AI-2 QS mod	MrgX1 PAM	MrgX1 antagonist	TRPC4 PAM
Cc1ccc(NC(=O)c2ccc(S(=O)(=O)NCC3CCCO3)cc2)cc1 (configuration not stated)	i	0.0	i	i	i	i	i	11	i	i	i
CC(=O)c1cccc(NC2c3ccccc3C(=O)N2Cc2ccco2)c1 (configuration not stated)	i	-0.7	i	i	i	i	i	8	i	i	i
CC(=O)c1c(C)[nH]c(C(=O)CSc2nnc(-c3ccccc3)n2Cc2ccc3c(c2)OCO3)c1C	i	-0.6	i	i	i	i	i	15	i	i	i
Clc1ccc(Cn2ncc3c(N4CCCCC4)ncnc32)cc1	i	-0.3	i	i	i	i	i	2	i	i	i
O=C(CCn1nc(-c2ccc(Cl)cc2)ccc1=O)NCCCN1CCCCCC1	i	-0.2	i	i	i	i	i	6	i	i	i
N#C/C(=C\c1ccc(O)c(Br)c1)C(=O)NCc1ccccc1	i	-0.9	i	i	i	i	i	6	i	i	i
Cc1nn(CC(=O)N2CCOCC2)c(=O)c2nn(-c3ccccc3)c(C)c12	i	0.4	i	i	i	i	i	10	i	i	i
CCOC(=O)CCCc1ccc(/C(C)=N/NC(=S)NC)cc1	i	0.0	i	i	i	i	i	14	i	i	i
COc1ccc(S(=O)(=O)CCC(=O)N(C)c2ccc(OC)cc2OC)cc1	i	-0.5	i	i	i	i	i	17	i	i	i

Screening data deposited in PubChem BioAssay by several laboratories.
